Screens from PubChem BioAssay.
HCV NS3 hel inh = blocks Hepatitis C virus NS3 helicase unwinding | NS3 helicase DNA unwinding, Cy5 molecular beacon fluorescence | inhibition, % at 10.9 µM | actives 0.56% (n = 290,000) | AID 1800;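 active = inhibition above the mean of all tested compounds plus 3 SD, set per campaign, cut at about 35% in these data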;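 note: 0% = DMSO wells and 100% = thioflavine S control wells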
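Assay system: hepatitis C virus NS3 helicase domain fragment enzyme. Also added: annealed dual-labelled DNA beacon duplex, ATP-started. Timing: 1 h reaction at 25 °C, ATP-initiated. Technique: Cy5 fluorescence at 0 and 60 min, beacon hairpin quenching. Evaluation: % inhibition of unwinding. Replication: one well per compound.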
VIM-2 inhibitor = blocks Pseudomonas aeruginosa VIM-2 metallo-beta-lactamase. purified VIM-2, nitrocefin hydrolysis, epi-absorbance fluorescence. inhibition, % at 5.6 µM. actives 0.89% (n = 290,000);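 active = inhibition above the mean of all tested compounds plus 3 SD, cutoff set per screening run, cut at about 7.5% in these data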;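 note: red hydrolysis product quenches plate fluorescence so inhibitors raise well fluorescence; 0% = enzyme with DMSO and 100% = DMSO without enzyme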
IDE act = IDE (human) activation, cell-based. HEK cells, FAbeta-B cleavage, fluorescence polarization; 0% vehicle, 100% cell-free pure enzyme wells. activation, % at 5.96 µM. P14735. actives 0.073% (n = 340,000);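 active = activation above the mean of all tested compounds plus 3 SD, set per screening campaign, cut at about 17% in these data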
Target sequence (P14735 whole entry, looked up): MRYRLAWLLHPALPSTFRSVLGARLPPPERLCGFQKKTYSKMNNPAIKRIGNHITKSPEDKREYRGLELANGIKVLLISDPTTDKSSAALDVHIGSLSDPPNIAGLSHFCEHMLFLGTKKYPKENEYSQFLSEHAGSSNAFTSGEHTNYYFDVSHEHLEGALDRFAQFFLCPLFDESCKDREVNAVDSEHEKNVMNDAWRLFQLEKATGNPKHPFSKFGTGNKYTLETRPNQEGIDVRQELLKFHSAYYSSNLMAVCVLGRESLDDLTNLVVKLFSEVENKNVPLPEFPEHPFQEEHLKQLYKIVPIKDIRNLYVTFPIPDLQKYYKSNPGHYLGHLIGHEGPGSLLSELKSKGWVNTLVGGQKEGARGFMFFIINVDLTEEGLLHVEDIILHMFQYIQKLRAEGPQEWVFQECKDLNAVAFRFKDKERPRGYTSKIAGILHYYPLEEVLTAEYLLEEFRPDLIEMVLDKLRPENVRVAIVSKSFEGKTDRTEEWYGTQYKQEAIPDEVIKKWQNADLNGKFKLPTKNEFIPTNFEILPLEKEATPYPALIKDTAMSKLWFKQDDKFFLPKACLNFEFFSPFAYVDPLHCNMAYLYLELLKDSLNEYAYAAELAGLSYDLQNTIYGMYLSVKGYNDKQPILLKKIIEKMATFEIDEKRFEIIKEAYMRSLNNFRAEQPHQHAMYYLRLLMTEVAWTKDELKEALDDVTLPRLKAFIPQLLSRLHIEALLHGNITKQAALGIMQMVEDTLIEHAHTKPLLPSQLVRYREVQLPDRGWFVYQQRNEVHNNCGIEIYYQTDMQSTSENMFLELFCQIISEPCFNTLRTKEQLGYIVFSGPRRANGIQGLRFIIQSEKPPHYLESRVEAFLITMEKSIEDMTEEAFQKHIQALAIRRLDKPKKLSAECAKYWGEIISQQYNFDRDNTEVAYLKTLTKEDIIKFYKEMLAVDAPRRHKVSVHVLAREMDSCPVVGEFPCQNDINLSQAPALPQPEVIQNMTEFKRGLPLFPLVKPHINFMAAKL
IMP-1 inhibitor = inhibitors of Pseudomonas aeruginosa IMP-1 metallo-beta-lactamase | purified IMP-1, nitrocefin hydrolysis, epi-absorbance fluorescence | inhibition, % at 5.6 µM | actives 0.45% (n = 290,000) | AID 1556;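 active = inhibition above the mean plus 3 SD of all compounds in the same screening run, cut at about 4.5% in these data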;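 note: 0% = IMP-1 with DMSO and 100% = DMSO wells lacking enzyme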
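Material – recombinant IMP-1 enzyme, purified · Amount – IMP-1 0.2 nM before substrate addition · Medium – HEPES buffer pH 7.1 with ZnSO4 and Brij 35 · Timing – 25 °C, 15 min preincubation, 25 min reaction · Measured by – plate fluorescence quenching by hydrolysis product, ex 480/em 530 nm · Read-out – percent enzyme inhibition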
IDE cell inh = inhibits human insulin-degrading enzyme in HEK cells; P14735; FAbetaB cleavage, fluorescence polarization; inhibition, % at 5.59 µM; actives 0.41% (n = 320,000); AID 434962;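 active = percent inhibition above the average of all tested compounds plus 3 SD, set per screening campaign, cut at about 16% in these data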;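 note: IDE supplied by intact live HEK cells; FP after avidin binding of uncleaved biotin substrate so inhibition keeps polarization high; 0% = DMSO wells and 100% = 60 µM reference IDE inhibitor Ii1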
SUMO HTRF inh = SUMOylation inhibition; HTRF SUMOylation assay, SAE1/SAE2 + UBC9, in vitro; inhibition, % at 35 µM; actives 0.36% (n = 290,000); AID 2006; in the data active = inhibition above about 50%, passing the limit was not always enough; note: strong numbers were not always called active
GalR3 antag = human GalR3 antagonism | AID 651719 | inhibition, % at 3 µM | O60755 | HEK293 GalR3-CNG cAMP membrane potential fluorescence; galR3 body fused to GalR1 C-terminus | actives 0.44% (n = 360,000);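 active = inhibition above the screen-wide average plus 3 SD, cut at about 13% in these data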;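 note: forskolin and galanin both at EC90 stimulate the cells; cAMP rise reported by CNG channel membrane potential dye signal; 0% = forskolin plus galanin with DMSO and 100% = forskolin alone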
CRFBP-R2 block = antagonists of CRF-binding protein/CRF-R2 receptor complex. HEK293 CRF-R2/CRF-BP, CRF-induced calcium fluorescence. inhibition, % at 11.8 µM. actives 0.59% (n = 350,000);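 active = inhibition of the ligand-induced calcium signal above about 50% at the single tested concentration, limit read from the data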
p-CIP stab down = p/CIP protein destabilization; Q05BA5; F442A p/CIP-EGFP cells, EGFP fluorescence, 16 h; decrease of EGFP signal, % at 10 µM; actives 0.01% (n = 290,000); AID 1984;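 active = EGFP signal decrease of at least 30% at 10 µM or well 3 SD below plate mean, unless failing retest; inactive = the rest, including hits failing retest or dose response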; note: some compounds called inactive have numbers as strong as hits; many of its hits are not listed in these tables
* = called active by the depositor; · = not tested or not shown.

IDE act	p-CIP stab down	IDE cell inh	SUMO HTRF inh	CRFBP-R2 block	VIM-2 inhibitor	GalR3 antag	HCV NS3 hel inh	IMP-1 inhibitor	compound
1	·	-3	·	-7	·	-5	·	·	COc1cc(C(=O)Nc2ccc(N3CCCS3(=O)=O)cc2)c([N+](=O)[O-])cc1OC
-2	-9	6	18	5	3.4	0	9	0.0	Cc1cccn2c(=O)c(C=O)c(Cl)nc12
1	5	-9	6	-4	-4.1	-2	-6	-1.3	COC(=O)c1c(NC(=O)Cc2ccccc2)sc2c1C(C(=O)OC)CC2 (stereo not given)
-11	-10	10	-13	40	1.1	-6	-5	-1.9	COc1ccc(NC(=O)ON=C2c3ccccc3-c3ccccc32)cc1
-2	-10	-1	-1	-3	-4.0	0	-2	-3.1	CCCSC1=C(C#N)C(c2ccccc2C)C(C(=O)OC)C(=O)N1 (stereo not given)
5	9	·	-2	-49	-1.1	-5	24	-0.6	COc1cccc(/C=C2/C(=O)NN(c3ccccc3)C2=O)c1
2	-16	1	5	39	-0.2	5	6	-2.5	CCOc1ccc(-n2c(SCC(=O)Nc3cc(OC)c([N+](=O)[O-])cc3C)nc3ccccc32)cc1
3	-10	3	20	21	-0.9	3	5	-3.4	O=C(Cc1ncn[nH]1)NCCc1ccccc1
3	3	-6	11	-13	2.2	1	-6	2.8	NC(=O)c1cc(Br)cc2c3c([nH]c12)CCCC3
1	-40	-2	21	-9	0.1	-8	2	-2.3	CC(NCCc1ccc(S(N)(=O)=O)cc1)C(=O)NCc1ccccc1 (stereo not given)
9	-30	0	-9	-2	-2.0	1	-9	-3.2	Cc1ccccc1CO/N=C/c1[nH]ncc1Br
3	-1	-1	-3	22	-4.4	-4	11	0.1	Cc1ccc(CSCC(=O)Nc2ccc3c(c2)OCO3)cc1
·	12	-3	12	-11	-3.6	7	4	-0.9	Cc1ccc(S(=O)(=O)Nc2ccccn2)cc1[N+](=O)[O-]
-1	1	·	-7	-6	-5.2	-2	-3	-0.8	Oc1ccccc1N=Nc1ccccc1O
8	0	-1	-2	-15	-0.2	-3	26	-2.2	Cc1nc(C)c(C(=O)Nc2nc3c(C)cccc3s2)o1
-3	0	-1	-26	2	2.7	-1	7	-2.3	NS(=O)(=O)c1ccc(CCNC(=O)CSc2nc3ccccc3c3nc(CCN4CCCCC4)nn23)cc1
3	-2	3	-17	10	-4.0	1	-10	-2.1	Clc1ccc(C(c2nnnn2C2CCCC2)N2CCN(Cc3ccncc3)CC2)cc1 (stereo not given)
1	5	-3	3	17	-4.1	0	-5	-2.0	COc1cccc(/C=N/N2C(=O)NC3(CCCCC3)C2=O)c1O
4	·	1	·	-4	·	10	·	·	CCN(C(=O)COC(=O)/C(=C/c1ccccc1)n1nnnc1C)C1CCCCC1
6	·	5	·	-10	·	-6	·	·	CC(=O)N1CCN(S(=O)(=O)c2cccc(C(=O)NNC(=O)COc3c(C)cccc3C)c2)CC1
0	2	2	10	22	-4.5	-2	-12	-2.2	Cc1ccc(-c2csc(-c3c[nH]c4ccccc34)n2)cc1
-4	2	-2	15	1	-1.1	1	-11	-0.2	COc1ccc(CN2c3cc(S(=O)(=O)N4CCOCC4)ccc3N3CCCC32)cc1 (stereo not given)
-4	-5	2	4	-28	-3.4	0	3	0.0	COc1ccc2[nH]c(=O)c(CNC3CCCCC3)cc2c1
6	6	2	-2	-1	-0.8	-9	0	-1.1	O=C(CN(C(=O)c1csnn1)c1cccc(Cl)c1)NCCc1ccccc1
-1	-15	-2	10	-18	-0.9	0	12	-4.2	CCOC(=O)c1sc(Nc2nc3ccc(OC)cc3s2)cc1C
4	2	2	-10	8	1.1	1	5	-1.8	COc1ccc(NC(=O)COc2cccnc2[N+](=O)[O-])cc1OC
-7	10	5	4	-28	-2.0	-13	-36	-4.9	N=c1c2c(-c3ccccc3)c(-c3ccccc3)n(Cc3ccco3)c2ncn1CCO
0	0	3	9	-1	-2.5	-8	2	-5.4	COc1ccc(NCc2nnc(SCC(=O)c3ccc(OC)cc3)o2)cc1
3	-2	4	8	-12	-0.5	-1	-2	-2.2	CCC(CC)c1nnc(NC(=O)c2nc3nc(C)cc(C)n3n2)s1
4	-13	1	6	7	-1.3	-11	3	-0.9	Cc1ncc([N+](=O)[O-])n1CC(=O)Nc1cccc(C(F)(F)F)c1
1	10	-2	7	14	-4.3	0	-23	-3.3	CN(C)c1cccc(C(=O)NCc2ccc(Cl)cc2)c1
0	-8	4	-26	-17	-1.9	-4	12	-3.0	O=C(/C=C/c1ccccc1)NC(=S)NNC(=O)c1cccnc1
6	-2	1	10	-20	-2.1	-2	-9	-1.8	COc1ccc(-c2[nH]ncc2N=Nc2ccccc2)cc1
4	-11	·	14	14	-0.5	-12	32	-2.4	O=C(O)c1ccc(-n2nc(C(F)(F)F)cc2-c2cccs2)cc1
-3	-2	8	2	-1	-1.2	-6	-11	-4.2	Cc1cc(Cl)ccc1C(=O)C1CCCN(C(=O)c2cnn(C(C)C)c2)C1 (stereo not given)
0	·	1	·	-4	·	1	·	·	CN(C)S(=O)(=O)c1ccc(N2CCCC2)c(C(=O)Nc2ccccc2F)c1
-4	-1	-1	24	3	2.3	-2	-7	-0.8	COc1ccccc1C(=O)Nc1nnn(C)n1
0	-11	-7	11	3	2.0	0	26	2.6	Cc1ccc(N2CC(C(=O)Nc3ccc4c(c3)OCO4)CC2=O)cc1C (stereo not given)
6	-5	-1	1	17	0.7	-2	-9	-0.4	Cc1ccc(Cn2nc(C)c(NC(=O)C3(C)CC3(Br)Br)c2C)cc1 (stereo not given)
-5	-7	8	16	-3	-4.4	-1	-2	-1.7	O=C(Oc1ccc(-c2ccccc2)cc1)C1C2CCCCC21 (stereo not given)
4	·	10	·	-9	·	1	·	·	CCOCCCn1c(SCC(=O)Nc2oc(C)c3c(C)n[nH]c(=O)c23)nnc1-c1ccncc1
1	6	1	-1	14	-1.4	-7	4	-3.5	CCCCNC(=O)/C(=C/c1ccco1)NC(=O)c1ccco1
-1	-8	5	46	21	·	·	·	·	COC(=O)c1cc2c(s1)-c1ccccc1OC2
4	·	0	·	-1	·	-5	·	·	Cc1nn(C2CCS(=O)(=O)C2)c(C)c1CN(C)C(=O)c1ccc(S(=O)(=O)N(C)C)cc1 (stereo not given)
-2	10	6	·	0	-1.6	1	2	0.0	O=C(Nc1cc(=O)[nH]c(=O)[nH]1)c1cccc(C(F)(F)F)c1
-3	-10	4	30	-2	-0.2	-6	8	-1.9	COc1ccc(OC)c(-c2csc3nnc(SCC(=O)Nc4ccc(NC(C)=O)cc4)n23)c1
2	-3	4	4	0	-2.2	0	-10	-2.9	Cc1cc(C)n(-c2ccc(C(=O)Nc3ccc4c(c3)OCCO4)cc2)n1
6	·	-1	·	-10	·	1	·	·	O=C(NC1CCCCCC1)C1CCN(C(=O)c2ccc(Cl)cc2)CC1
3	·	-4	·	-2	·	-7	·	·	CC(C)[C@H](NC(=O)c1ccccc1)C(=O)OCC(=O)NCC1CCCO1 (stereo not given in full)
6	-1	-1	26	37	7.9*	0	11	-0.5	CCn1cc(S(=O)(=O)c2ccc(C)cc2)c(=O)c2cc(F)c(N3CCN(C)CC3)cc21
1	9	-2	-9	43	-2.8	-6	3	-4.2	COc1ccc(OCCC(=O)OCC(=O)NC(=O)NC(C)C)cc1
-4	6	3	-10	14	-1.7	·	-20	-5.3	CCOC(=O)c1ccc(-c2c(-c3cc(OC)c(OC)c(OC)c3)noc2C)cc1F
6	-5	6	10	-27	-0.2	2	-3	-1.6	COC(=O)c1cnc(Oc2ccc(NC(=O)NC(=O)c3c(OC)cccc3OC)cc2)cc1C(F)(F)F
5	-13	2	6	32	-0.9	-2	-8	-1.6	CCN(CC)c1cnn(C/C(=N\OC)c2ccc(Cl)cc2)c(=O)c1Br
·	-29	2	10	14	-3.5	1	-2	-1.7	CCCNC(=O)NC(=O)CSc1nncs1
1	-7	-2	-3	-9	-1.9	-2	-4	-5.6	CCOc1ccc(NC(=O)CC2C(=O)N(CC)C(=S)N2NC(=O)c2ccncc2)cc1 (stereo not given)

(list continues)
IDE act	p-CIP stab down	IDE cell inh	SUMO HTRF inh	CRFBP-R2 block	VIM-2 inhibitor	GalR3 antag	HCV NS3 hel inh	IMP-1 inhibitor	compound
-4	0	-4	14	62*	-1.4	-8	-4	-2.0	CS(=O)(=O)Oc1ccc(Br)c2cccnc12
6	-13	-1	10	-12	-2.6	1	17	1.3	Cc1ccc(C(=O)COC(=O)c2c(C)cc(=O)oc2C)cc1[N+](=O)[O-]
-4	-17	-1	13	-8	-4.9	-4	-7	-4.4	CC12CCC(C(=O)NC3CCCC3)(CC1=O)C2(C)C (stereo not given)
4	-2	0	8	3	-4.2	-4	3	-4.0	CC(=O)Nc1cccc(NC(=S)Nc2cccc(Cl)c2Cl)c1
3	6	-2	0	-25	-4.1	-5	-2	-3.2	COc1cc(F)ccc1S(=O)(=O)N1CCN(C23CC4CC(CC(C4)C2)C3)CC1
-2	4	-7	7	-18	1.4	4	10	-0.8	Cc1ccc(-c2nnc3c(C(F)(F)F)nc4ccccc4n23)cc1
5	-4	-3	2	7	0.9	-1	-1	-1.3	O=C(NCc1nnc(SCC(=O)N2CCCC2)o1)c1c(F)cccc1F
1	1	0	18	4	-1.4	-4	5	-3.6	COc1ccccc1NC(=O)N1CCN(C(=O)c2ccco2)CC1
1	5	2	-23	-58	-2.4	-7	-9	-1.2	COc1ccc2cc(C(C)C(=O)Nc3cccc(S(=O)(=O)N(C)C)c3)ccc2c1 (stereo not given)
2	-15	-1	22	1	-5.0	-1	-1	-5.0	CCc1cc2c(N3CCCCC3)ncnc2s1
-8	-4	-3	5	1	-2.1	-3	16	0.9	CN1CCN(c2nc(-c3ccc(Cl)s3)cs2)CC1
-1	-8	2	12	-16	-1.9	-10	-3	-4.7	CC(C)(C)c1ccc(C(=O)OCCN2CCCCC2)cc1
4	1	0	6	-41	-2.2	-8	-40	-2.5	Cc1ccc(S(=O)(=O)c2cnc(-c3ccccc3)nc2N2CCN(C)CC2)cc1
-2	6	4	4	-3	-1.8	-7	9	-3.8	COc1ccc(C(=O)O/N=C(\N)c2ccc(Cl)cc2)cc1

Five compounds already listed, ordered by the value under HCV NS3 hel inh, smallest number first.
IDE act	p-CIP stab down	IDE cell inh	SUMO HTRF inh	CRFBP-R2 block	VIM-2 inhibitor	GalR3 antag	HCV NS3 hel inh	IMP-1 inhibitor	compound
0	2	2	10	22	-4.5	-2	-12	-2.2	Cc1ccc(-c2csc(-c3c[nH]c4ccccc34)n2)cc1
1	5	-3	3	17	-4.1	0	-5	-2.0	COc1cccc(/C=N/N2C(=O)NC3(CCCCC3)C2=O)c1O
4	-13	1	6	7	-1.3	-11	3	-0.9	Cc1ncc([N+](=O)[O-])n1CC(=O)Nc1cccc(C(F)(F)F)c1
-3	-10	4	30	-2	-0.2	-6	8	-1.9	COc1ccc(OC)c(-c2csc3nnc(SCC(=O)Nc4ccc(NC(C)=O)cc4)n23)c1
5	9	·	-2	-49	-1.1	-5	24	-0.6	COc1cccc(/C=C2/C(=O)NN(c3ccccc3)C2=O)c1
